BAZ2B block = BAZ2B (human) inhibition; 360,000 compounds, 4.4% hits; Potency, µM (series often up to 114 µM), without a hit: at the top dose activity change, negative = inhibition, usual class: inhibitors; AlphaScreen BAZ2B-H3K14Ac peptide displacement; AID 504333; Q9UIF8; also: potency is read from the fitted curve at half-maximal effect; % is scaled to controls: 0 for no effect and ±100 for the full control effect; nearly all actives have a fitted effect of over 60% in size
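BAZ2B (50 nM) with biotin-H3(5-23)K14Ac peptide (50 nM) in PBS pH 7.4, 0.01% Tween-20, preformed 30 min, then compound 30 min at room temperature; top concentration 110uM. AlphaScreen streptavidin donor/nickel chelate acceptor beads (10 ug/mL final), 20 min dark, signal read.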
PI4K2A inh = blocks human PI4K2A kinase activity; purified PI4K2A, ADP-Glo luminescence, 1 h; active compounds read low; AID 1346378; 420,000 compounds, 0.13% hits; activity change, negative = inhibition, % at 76.9 µM; in the data active = activity change below about -50%; inconclusive = mostly about -30% to -49%;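 also: -100% = wells without enzyme as full effect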
Target sequence (Q9BTU6 whole entry, looked up): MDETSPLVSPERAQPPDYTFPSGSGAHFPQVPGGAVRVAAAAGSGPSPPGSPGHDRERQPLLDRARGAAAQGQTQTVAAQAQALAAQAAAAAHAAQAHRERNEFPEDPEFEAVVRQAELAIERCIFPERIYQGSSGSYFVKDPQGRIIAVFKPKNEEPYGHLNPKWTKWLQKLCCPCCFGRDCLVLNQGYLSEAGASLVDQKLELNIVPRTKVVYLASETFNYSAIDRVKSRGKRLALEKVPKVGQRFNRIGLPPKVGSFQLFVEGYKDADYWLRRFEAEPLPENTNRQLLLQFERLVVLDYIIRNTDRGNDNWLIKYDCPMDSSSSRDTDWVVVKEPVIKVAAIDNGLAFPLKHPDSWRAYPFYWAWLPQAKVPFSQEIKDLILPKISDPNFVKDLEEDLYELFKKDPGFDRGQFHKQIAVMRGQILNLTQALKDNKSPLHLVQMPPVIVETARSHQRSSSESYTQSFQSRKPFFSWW
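In this quantitative HTS, ADP production by PI4K2A was quantified luminescently after 1 h at ambient temperature; 100 microM adenosine served as plate-quality control.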
Pol eta inh = DNA polymerase eta (human) inhibition | Q9Y253 | recombinant Pol eta, fluorescent DNA replication assay | Potency, µM (titrated, usually from 114 µM), without a hit: at the highest dose activity change, negative = inhibition, usual class: inhibitors | 390,000 compounds, 1.2% hits; also: potency is read from the fitted curve at half-maximal effect; % is scaled to controls: 0 for no effect and ±100 for the full control effect
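Pol eta at 10 nM preincubated with compounds 15 min at room temperature; reaction started with fluorescent substrate (50 nM final) and read kinetically at 0 and 10 min.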
JMJD2A Tudor = inhibitors of human JMJD2A Tudor domain; AlphaScreen JMJD2A-Tudor / H3K4me3 peptide binding; O75164; 390,000 compounds, 4.4% hits; Potency, µM (top dose mostly 114 µM), without a hit: at the top dose activity change, negative = inhibition, usual class: inhibitors; also: potency is read from the fitted curve at half-maximal effect; % is scaled to controls: 0 for no effect and ±100 for the full control effect; nearly all actives have a fitted effect of over 50% in size
HP1b chromo inh = HP1-beta chromodomain-methylated histone interaction inhibition. P83916. AlphaScreen HP1-beta / biotin-H3K9me3 peptide binding. Potency, µM (top dose mostly 114 µM), without a hit: at the highest dose activity change, negative = inhibition, usual class: inhibitors. 390,000 compounds, 0.56% hits. AID 540317; also: potency is read from the fitted curve at half-maximal effect; nearly all actives have a fitted effect of over 70% in size; inactives centre near 23
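AlphaScreen: HP1-beta (50 nM) preformed 30 min with biotin-H3(1-18)K9me3 peptide (50 nM) in PBS pH 7.4, 0.01% Tween-20. Compound added for 30 min at RT, then streptavidin donor/nickel chelate acceptor beads (10 ug/mL) for 30 min.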
Pin1 inhibitor = human Pin1 inhibition; Pin1 FP peptide displacement, HiFluor488, 10 min; Potency, µM (titrated, usually from 115 µM), for inactives: at the top dose activity, negative = inhibition, hits mostly inhibitors; Q13526; AID 504891; 390,000 compounds, 0.009% hits; active = well fitted inhibition curve with a large enough effect in the polarisation, with a control signal flat, not every such curve was filed as active; inconclusive = small, poorly fitted or top-dose-only effect, or effect the other way, or a change in a side signal; inactive = no such curve, though single readings can be large or run the other way; the % refers to the polarisation; also: potency is read from the fitted curve at half-maximal effect; % is scaled to controls: 0 for no effect and ±100 for the full control effect
Target sequence (Q13526 whole entry, looked up): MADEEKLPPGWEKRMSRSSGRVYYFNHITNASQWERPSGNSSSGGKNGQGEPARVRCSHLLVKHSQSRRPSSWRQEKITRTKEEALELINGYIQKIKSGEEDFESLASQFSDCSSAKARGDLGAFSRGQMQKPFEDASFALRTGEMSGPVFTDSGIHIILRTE
GLS inhibitor = blocks human kidney-isoform glutaminase activity; GLS enzymatic activity, qHTS titration; 410,000 compounds, 0.21% hits; Potency, µM (top dose mostly 45.5 µM), without a hit: at the highest dose activity change, negative = inhibition, hits mostly inhibitors; AID 624170; O94925; also: potency is read from the fitted curve at half-maximal effect; % is scaled to controls: 0 for no effect and ±100 for the full control effect
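Compounds were pin-transferred onto hKGA, after which L-glutamine (1 mM solution) and a detection mix of glutamate oxidase, HRP and Amplex Red were added. Initial and 30 min RT fluorescence reads were collected.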
PGK inhibitor = inhibitors of T. brucei phosphoglycerate kinase; P07378; PGK/GAPDH coupled, Kinase-Glo luminescence, 60 min; Potency, µM (top dose mostly 57.5 µM), for the others: at the highest dose activity change, negative = inhibition, most hits filed as inhibitors; 380,000 compounds, 0.043% hits; also: potency is read from the fitted curve at half-maximal effect; % is scaled to controls: 0 for no effect and ±100 for the full control effect; nearly all actives have a fitted effect of over 60% in size
Target sequence (P07378 whole entry, looked up): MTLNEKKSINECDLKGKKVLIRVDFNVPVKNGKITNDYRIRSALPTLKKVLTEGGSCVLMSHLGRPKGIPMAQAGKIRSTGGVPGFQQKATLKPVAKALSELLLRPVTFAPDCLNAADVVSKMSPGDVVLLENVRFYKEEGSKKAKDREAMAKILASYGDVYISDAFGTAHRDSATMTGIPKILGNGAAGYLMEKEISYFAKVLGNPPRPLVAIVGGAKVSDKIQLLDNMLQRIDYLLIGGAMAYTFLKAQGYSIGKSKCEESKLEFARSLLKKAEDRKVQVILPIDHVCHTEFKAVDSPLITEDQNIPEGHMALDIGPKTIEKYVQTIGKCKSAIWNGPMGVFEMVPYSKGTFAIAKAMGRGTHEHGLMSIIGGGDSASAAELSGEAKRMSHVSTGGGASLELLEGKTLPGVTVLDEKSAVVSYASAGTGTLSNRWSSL
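Recombinant glycosomal PGK reaction used 1,3-bisphosphoglycerate generated in-well by GAPDH (100nM final) in 100mM TEA pH 7.6, 5mM MgCl2, 0.01% Tween-20. After 60 minutes at room temperature, ATP was read by Kinase-Glo Plus luminescence end-point.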
G9a block = inhibitors of human histone lysine methyltransferase G9a; G9a H3K9 monomethylation, AlphaScreen, 2 h; Potency, µM (series often up to 102 µM), without a hit: at the top dose activity, negative = inhibition, actives largely listed as inhibitors; 350,000 compounds, 8.8% hits; also: potency is read from the fitted curve at half-maximal effect; % is scaled to controls: 0 for no effect and ±100 for the full control effect; nearly all actives have a fitted effect of over 75% in size
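G9a (20 nM) preincubated 15 min RT with compounds, then 500 nM biotinylated H3K9 peptide and 20 uM SAM added; 2 h RT reaction. Monomethyl-H3K9 product detected by AlphaScreen with anti-H3K9me1 antibody, streptavidin donor and anti-rabbit IgG acceptor beads.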
Numbers without * were called inactive; i = inactive; ? = inconclusive; / = no result given; & = joins results of further samples; [ ] = dose if it differs, or a comment. Unless noted, calls follow the shape of the dose curve; as a rule, active = well fitted curve in the direction sought with a large enough effect; inconclusive = small, poorly fitted or top-dose-only effect, or another doubt; inactive = no such curve, though single readings can be large; an effect the other way counts as inactive or inconclusive. An excerpt, so the mix of outcomes need not match the whole.

BAZ2B block,PI4K2A inh,Pol eta inh,JMJD2A Tudor,HP1b chromo inh,Pin1 inhibitor,GLS inhibitor,PGK inhibitor,G9a block,SMILES
9%,-2,-7%,-5%,54%[activator],-3%,1%,-19%,0%[59 µM],O=S(=O)(c1ccc(Br)s1)N1CCN(c2ncccn2)CC1
-25%,-1,-2%,-10%,14%,7%,1%,0%,-12%[59 µM],COc1cc(/C=N/n2cnnc2)ccc1OS(=O)(=O)c1ccccc1[N+](=O)[O-]
10%,-2,8%,-13%,29%,?,6%,7%,-16%,Cc1nc(SCC#N)c2c(C)c(C)sc2n1
-11%,0,-11%,-23%,23%,-4%,22%,3%,/,CN(CCO)CC(O)CN(c1ccccc1)c1ccccc1 (stereo not given)
5%,2,-9%,6%,30%,-4%,2%,-2%,9%[59 µM],CCOC(=O)c1sc(NC(=O)/C=C/c2ccc(OCC)cc2)c(C(=O)OCC)c1C
-3%,-1,-9%,-17%,10%,1%,-1%,2%,-42%[12.7 µM],Clc1ccc(-c2noc3c2-c2nc(Cc4cccc5ccccc45)sc2CC3)cc1
9%,4&-1,-28%&-15%,-8%&-11%,37%&38%,1%&0%,24%&20%,-11%&0%,25%,COc1cc(NC(=O)C2CCC(CNc3c(N4CCC(C)CC4)c(=O)c3=O)CC2)cc(OC)c1 (stereo not given)
-4%,-16,5%,-14%,24%,-1%,16%,-7%,-37%[12.7 µM],COC(=O)c1nc2n(n1)C(c1ccccc1OC)C1=C(CCCC1=O)N2 (stereo not given)
-25%,-4,-14%,0%,61%[activator],-1%,7%,i,-1%,CN(C)c1ccnc(-n2cccc2/C=N/OCc2cccc(F)c2)c1C#N
4%,4,-7%,-8%,10%[57 µM],1%,6%,-10%,22%,Cc1c(CN2CCC(CO)(CC3CCCCO3)CC2)cnn1C (stereo not given)
1%,-2,-10%,-2%,40%[activator],-2%,-4%,-8%,25%,O=C(Nc1ccon1)c1cccc(S(=O)(=O)N2CCCCC2)c1
6%,-5,-18%,-11%,31%,-7%,3%,i,?,COC(=O)c1ccccc1S(=O)(=O)N1CCC(C(=O)NC2CCCCC2)CC1
/,-5,-7%,/,/,/,9%,4%,/,O=C(C[C@@H]1C[C@H]2c3cc(NC(=O)NC4CCCCC4)ccc3O[C@H]2[C@H](CO)O1)NC1CCCCC1
/,0,-11%,-16%,28%,-10%,20%,-13%,/,COc1ccc(C2C(C#N)=C(N)Oc3cc(O)ccc32)cc1 (stereo not given)
-11%,4,-6%,-16%,31%,-6%,-1%,-1%,-3%,O=C(NC1CCCCC1)c1ccc(N2CCOCC2)c([N+](=O)[O-])c1
-3%,3,-15%,-8%,31%,0%,0%,2%,-4%,Cn1ncc(Cl)c1C(=O)N1CCOCC1
-5%,2,-15%,?,17%,1%,-2%,-2%,13µM*,CS(=O)(=O)c1ccc2nc(NC(=O)CN3CCN(Cc4ccccc4)CC3)sc2c1
/,-5,?,0%,26%,-3%,-5%,-3%,/,O=C(COc1ccc(-c2nnco2)cc1)NC1CCS(=O)(=O)C1 (stereo not given)
-1%,31,-15%,31%,56%[activator],-2%,-9%,-4%,15%,CC1(C)CCSC(/C=C/c2ccccc2)=N1
-4%,2,-4%,-12%,19%,-2%,-2%,-1%,-31%,O=C(CCn1c(=O)oc2ccccc21)NCCCN1CCCC1=O
-30%,4,-13%,-32%,34%,0%,9%,i,45µM*,CCc1nn(CC(=O)NCCCN2CCc3ccccc3C2)c(=O)c2cc3sccc3n12
79µM*,1,18µM*,-24%,19%,?,9%,-12%,79µM*,CC(C)CSC1=NSC2=NC(=O)/C(=C\c3coc4ccccc4c3=O)C(=N)N12
-4%,-2,-2%,-5%,15%,-2%,1%,3%,8%,CN(C)S(=O)(=O)c1ccc(Cl)c(NC(=O)COC(=O)/C=C/c2cnc3ccccc3n2)c1
-12%,3,-22%,-26%,-21%,-11%,0%,3%,-12%,COc1ccc2cc(C(=O)C3CCCN(C(=O)c4cc(=O)n(C)c(=O)n4C)C3)ccc2c1 (stereo not given)
5%,3,-10%,-2%,24%,1%,0%,-12%,-2%[59 µM],O=C(CSc1ncc(S(=O)(=O)c2ccc(Br)cc2)c(=O)[nH]1)NCc1ccc(Cl)cc1
-1%,-2,?,3%[57.1 µM],47%[activator],15%,0%,i,3%[59 µM],CCc1cccc(CC)c1-n1c(SCC(=O)c2c(N)n(C)c(=O)n(C)c2=O)nnc1-c1cccnc1
4%,6,9%,33%,33%[activator],10%,-4%,-9%,8%,O=C(NCC12CC3CC(CC(C3)C1)C2)c1nc2ncccn2n1
-4%,-2,0%,-14%,29%,?,12%,4%,0%[59 µM],COc1ccc(-c2nc3ccccc3o2)cc1NC(=O)COc1cc(C)cc(C)c1
?,-6,50µM*,-26%,41%[activator],?,4%,-2%,/,O=C(COc1cc2oc(=O)cc(-c3ccccc3)c2cc1Cl)NC(Cc1c[nH]c2ccc(O)cc12)C(=O)O (stereo not given)
28µM*,-10,-8%,?,?,55%[activator],6%,0%,38%[0.501 µM],CCCC(=O)Nc1nc(C)c(-c2csc(Nc3ccc(Cl)cc3)n2)s1
7%,5,4%,-22%,33%[activator],3%,-2%,-1%,?,CC1Cc2nc(SCC(=O)N3CCCC3)n(C)c(=O)c2S1 (stereo not given)
4%,-1,-5%,-16%,16%,-3%,0%,-8%,18%[59 µM],CCOc1cc(/C=N\NC(=O)CN2CCOCC2)ccc1OCc1ccc(F)cc1
?,1,9%,-34%,38%,-6%,15%,-2%,35µM*,CCSC(=Nc1ccccc1)C1=C(O)COC1=O
50µM*,2,-10%,40µM*,-29%,1%,-6%,-4%,20µM*,COc1ccccc1NC(=O)N1CCN(C)CC1
?,-11,-3%,?,-32%,-11%,-10%,-9%,?,COC(=O)C1=C(C(=O)OC)SC2(S1)C(C(=O)OC)=C(C(=O)OC)SC1=C2c2cc(C)cc(C)c2NC1(C)C
-3%,1,-7%,-17%,25%,-4%,-20%,-4%,0%,COc1cccc(CNC(=O)CCC2CCCN(c3cc(C)nc(N)n3)C2)c1 (stereo not given)
5%,0,-12%,-11%,38%,0%,-28%,i,?,COc1ccc(COCC(O)CN2CC(C)OC(C)C2)cc1OC (stereo not given)
4%,-1,-25%,2%,37%,-3%,1%,-10%,-3%[59 µM],Cc1ccc(-c2nn3c(-c4ccccc4C)nnc3c3ccccc23)cc1
-29%,6,-9%,-28%,17%,-4%,16%,-3%,-2%[59 µM],c1cncc(Cc2cc3ccccc3[nH]2)c1
/,-6,-2%,?,3%,2%,10%,-1%,/,C=CC(=O)Nc1cccc(CN2C(=O)N(c3cc(OC)cc(OC)c3)Cc3cnc(NCCCCN(CC)CC)nc32)c1

Among those listed so far, these have bromine:
BAZ2B block,PI4K2A inh,Pol eta inh,JMJD2A Tudor,HP1b chromo inh,Pin1 inhibitor,GLS inhibitor,PGK inhibitor,G9a block,SMILES
9%,-2,-7%,-5%,54%[activator],-3%,1%,-19%,0%[59 µM],O=S(=O)(c1ccc(Br)s1)N1CCN(c2ncccn2)CC1
5%,3,-10%,-2%,24%,1%,0%,-12%,-2%[59 µM],O=C(CSc1ncc(S(=O)(=O)c2ccc(Br)cc2)c(=O)[nH]1)NCc1ccc(Cl)cc1

(cont.)
BAZ2B block,PI4K2A inh,Pol eta inh,JMJD2A Tudor,HP1b chromo inh,Pin1 inhibitor,GLS inhibitor,PGK inhibitor,G9a block,SMILES
-8%,5,-16%,?,15%,0%,-6%,-1%,?,O=c1[nH]c(CN2CCCCC2)nc2ccccc12
?,2,1%,-22%,8%,-2%,5%,-1%,21%[12.7 µM],O=C(O)CCc1ccc(-c2ccc(Cl)cc2)n1NC(=O)c1ccc(O)cc1
-19%,-23,18µM*,-23%,16%,-10%,24%,-5%,?,CCCCCCSc1nc(O)c(C2OC(=O)c3c2ccc(OC)c3OC)c(=O)n1-c1ccccc1 (stereo not given)
-6%,-3,-5%,-12%,11%,0%,0%,-8%,-7%,Cc1ccc(CN2CCN(Cc3ccc(-n4cccn4)cc3C)CC2CCO)cc1 (stereo not given)
-1%,-7,-4%,-5%,-1%,3%,0%,8%,27%,CCOC(=O)Cc1csc(NC(=O)Cc2ccc(Cl)cc2)n1
-9%,10,?,-17%,43%[activator],-4%,25%,2%,/,CCOc1cccc(-c2c(C(=O)N/N=C(\C)c3ccncc3)nnn2-c2nonc2N)c1
/,0,-10%,-13%,27%,-1%,6%,6%,/,CC[C@H]1C/C=C\Cc2ccccc2[C@@H](C(=O)C[C@@H](O)CC(C)=O)OC1=O
-28%,-2,-4%,35µM*,?,0%,7%,/,8.9µM*,Cn1cccc1C(=S)N=P(C1CCCCC1)(N1CCOCC1)N1CCOCC1
-3%,4,-1%,-7%,14%,-5%,6%,-5%,/,Cc1cc(S(=O)(=O)n2[nH]c(=O)c(CCO)c2C)c(Cl)cc1Cl
-4%,-30,?,-35%,-4%,?,4%,-3%,-19%[12.7 µM],Cc1ccc2cc(CN(Cc3nnnn3Cc3ccco3)CC3CCCO3)c(=O)[nH]c2c1C (stereo not given)
-3%,5,-12%,-23%,20%,-2%,8%,-3%,?,CCCCOC(=O)NC(NCC(O)c1ccccc1)(C(F)(F)F)C(F)(F)F (stereo not given)
5%,2,-22%,-3%,26%,-14%,-6%,4%,-27%,CC1(C)OC(=O)N(CC(=O)Nc2cccc(C(F)(F)F)c2)C1(C)O (stereo not given)
-2%,-4,-1%,-1%,74%[activator],-9%,-7%,i,?,CNC(=O)c1ccc2snnc2c1
-11%,-2,-8%,-20%,5%,7%,2%,-3%,-5%,CCOc1ccc(CN2CCN(Cc3cccc4nonc34)CC2CCO)cc1 (stereo not given)

Screening results (PubChem)
